GalR3 antagonist: GalR3 antagonists in HEK293 cells, primary screen, cell-based, fluorescence readout | HEK293 GalR3-CNG cAMP membrane potential fluorescence; galR3 body fused to GalR1 C-terminus | AID 651719, 2012 | Galanin receptor type 3 (Homo sapiens), O60755 | hit rate 0.44% among 360,000 | inhibition, % at 3 µM;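 active means inhibition above the screen-wide average plus 3 SD, cut at about 13% in these data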;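 further: forskolin and galanin both at EC90 stimulate the cells; cAMP rise reported by CNG channel membrane potential dye signal; 0% = forskolin plus galanin with DMSO and 100% = forskolin alone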
MEKK2wt PB1 HTS: modulators of MEK5 binding to wildtype MEKK2, primary screen, biochemical, multiplex bead flow cytometry, Alexa488-MEK5; AID 1531, 2009; hit rate 1.1% among 290,000; Alexa488-MEK5 binding to MEKK2 WT; actives lie on both sides; binding response (% of control), % at 10 µM; in the data active means binding response below about 67% or above about 130%; inconclusive means no clear call, values can overlap the other calls; inactive means in between
PHOSPHO1 inh: PubChem AID 1565. Phosphoethanolamine/phosphocholine phosphatase (Homo sapiens), Q8TCT1. recombinant PHOSPHO1, absorbance phosphatase assay. inhibition, % at 13.3 µM. hit rate 1.1% among 290,000; in the data active means inhibition above about 60%
Target sequence (Q8TCT1 whole entry, looked up): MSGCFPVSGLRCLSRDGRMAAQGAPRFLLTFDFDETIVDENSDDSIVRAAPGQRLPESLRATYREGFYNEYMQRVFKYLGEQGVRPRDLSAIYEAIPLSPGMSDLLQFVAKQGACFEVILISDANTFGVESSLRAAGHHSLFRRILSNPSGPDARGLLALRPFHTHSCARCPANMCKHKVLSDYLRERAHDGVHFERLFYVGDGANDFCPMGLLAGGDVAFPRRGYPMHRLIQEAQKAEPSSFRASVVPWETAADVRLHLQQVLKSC
GPR7 antagonist: GPR7 receptor antagonists, primary screen, cell-based, fluorescence, single concentration; Neuropeptides B/W receptor type 1 (Homo sapiens), P48145; GPR7-expressing cells, fluorescence antagonist assay; inhibition, % at 4.4 µM; hit rate 1.1% among 290,000; in the data active means inhibition above about 16%, passing the limit was not always enough;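 further: cells stimulated with the agonist NPW; 0% = agonist with vehicle and 100% = vehicle without agonist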
MEKK3 PB1 HTS: modulators of MEKK3-MEK5 PB1 binding, primary screen, biochemical, wildtype MEKK3, multiplex bead flow cytometry, Alexa488-MEK5. hit rate 1.4% among 290,000. Mitogen-activated protein kinase kinase kinase 3 (Homo sapiens), Q99759. binding response (% of control), % at 10 µM. AID 1529, 2009. bead-based flow cytometry, Alexa488-MEK5 binding to MEKK3; actives lie on both sides; 0 = blocked by unlabeled MEK5, 100 = vehicle;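 active means binding response more than 3 SD above or below the average of its plate-row segment, actives on both sides; inconclusive means wells at one plate position flagged as instrument error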;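 further: Alexa488 bead fluorescence after subtracting the streptavidin-only scavenger bead signal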
Target sequence (Q99759 whole entry, looked up): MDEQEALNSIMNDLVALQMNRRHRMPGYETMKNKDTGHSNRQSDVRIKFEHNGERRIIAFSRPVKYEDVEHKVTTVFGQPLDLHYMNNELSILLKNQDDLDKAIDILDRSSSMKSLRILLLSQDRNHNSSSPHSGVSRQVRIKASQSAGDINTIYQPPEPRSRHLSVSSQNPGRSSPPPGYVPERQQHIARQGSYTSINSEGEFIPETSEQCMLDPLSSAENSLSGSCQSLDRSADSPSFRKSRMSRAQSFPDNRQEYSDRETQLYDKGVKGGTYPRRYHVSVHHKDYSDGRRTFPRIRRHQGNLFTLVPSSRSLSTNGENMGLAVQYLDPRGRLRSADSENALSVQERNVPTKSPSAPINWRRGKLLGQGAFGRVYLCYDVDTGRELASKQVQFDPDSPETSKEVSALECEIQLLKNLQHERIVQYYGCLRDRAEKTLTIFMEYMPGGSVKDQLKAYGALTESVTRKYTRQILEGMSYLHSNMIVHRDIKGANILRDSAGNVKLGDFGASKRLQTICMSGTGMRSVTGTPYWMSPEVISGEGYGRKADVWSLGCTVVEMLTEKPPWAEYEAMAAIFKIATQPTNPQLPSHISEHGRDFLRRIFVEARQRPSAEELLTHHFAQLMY
V1aR counter: agonists of human V1a receptor, primary screen, counter-screen for OXTR agonist project, fluorescence, CHO-V1R cells; Vasopressin V1a receptor (Homo sapiens), P37288; Fluo-8 calcium fluorescence, agonist mode; 0% DMSO, 100% 3 nM vasopressin; activation, % at 3 µM; hit rate 0.25% among 320,000;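 active means activation above the mean activation of all tested compounds plus 3 SD, per screening run, cut at about 20% in these data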;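 further: signal is peak over basal fluorescence ratio across a 100 second FLIPR read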
OXTR agonist: human OXTR agonists, primary screen, fluorescence, CHO-OTR cells, Fluo-8 calcium | Oxytocin receptor (Homo sapiens), P30559 | Fluo-8 calcium fluorescence; normalized: DMSO 0%, oxytocin 100% | activation, % at 3 µM | hit rate 0.32% among 320,000 | AID 2435, 2010;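 active means activation above the mean of all tested compounds plus 3 SD, cutoff set per screening run, cut at about 20% in these data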;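 further: peak over basal fluorescence ratio from a 100 s FLIPR kinetic read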
MEKK2mut PB1 HTS: MEK5 binding signal on mutant MEKK2 PB1, primary screen, biochemical, multiplex bead flow cytometry, Alexa488-MEK5; Alexa488-MEK5 binding to MEKK2 mutant; percent response, % at 10 µM; hit rate 0.35% among 290,000; in the data active means percent response above about 24%, passing the limit was not always enough; further: inactives centre near 1; some results filed as inactive read as strong as hits; reference of the scale not given here
NALP1 inh: NALP1 inflammasome inhibitors in reconstituted yeast, colorimetric, S. cerevisiae, triplicate retest. S. cerevisiae NALP1/ASC/caspase-1 growth, X-gal OD620, 72 h. inhibition, % at 10 µM. hit rate 0.61% among 280,000. AID 2071, 2009; in the data active means inhibition mostly above about 24%, no sharp cut-off; inactive means mostly below about 32%; further: some compounds called inactive have numbers as strong as hits
* hit, by the source's call; [ ] = another dose, or the depositor's remark.

For Cc1cnc(C(=O)Nc2ccc(N3CCN(C(=O)OC(C)(C)C)CC3)cc2)cn1 the results were GalR3 antagonist 2, MEKK2wt PB1 HTS 103, PHOSPHO1 inh -14, GPR7 antagonist -5, MEKK3 PB1 HTS 102, V1aR counter 7.2, OXTR agonist 4.3, MEKK2mut PB1 HTS 6 and NALP1 inh 2.
COC(=O)c1cn[nH]c1N was read as GalR3 antagonist 2, MEKK2wt PB1 HTS 102, PHOSPHO1 inh 42, GPR7 antagonist -5, MEKK3 PB1 HTS 103, V1aR counter 0.1, OXTR agonist 0.6, MEKK2mut PB1 HTS 1 and NALP1 inh 7.
Screening Cc1c(C(=O)OCC(=O)c2ccc3c(c2)OCCO3)oc2ccccc12 returned GalR3 antagonist -6, MEKK2wt PB1 HTS 98, PHOSPHO1 inh 1, GPR7 antagonist 0, MEKK3 PB1 HTS 101, V1aR counter 1.1, OXTR agonist 1.2, MEKK2mut PB1 HTS 0 and NALP1 inh -4.
Screening NS(=O)(=O)c1ccc(CCNC(=O)CNS(=O)(=O)c2cccc(Br)c2)cc1 returned GalR3 antagonist -5, MEKK2wt PB1 HTS 101, PHOSPHO1 inh 34, GPR7 antagonist -5, MEKK3 PB1 HTS 98, V1aR counter -0.1, OXTR agonist 0.2, MEKK2mut PB1 HTS -2 and NALP1 inh -20.
COc1ccc(CCN2C(=O)CS/C2=N\NC(=O)c2ccc(C(C)(C)C)cc2)cc1OC was read as GalR3 antagonist -2, MEKK2wt PB1 HTS 102, PHOSPHO1 inh 4, GPR7 antagonist -4, MEKK3 PB1 HTS 109, V1aR counter 2.6, OXTR agonist -0.2, MEKK2mut PB1 HTS 0 and NALP1 inh 15.
COc1ccc(N(CC(=O)O)S(=O)(=O)c2c(C)n[nH]c2C)cc1 was read as GalR3 antagonist -2, MEKK2wt PB1 HTS inconclusive, PHOSPHO1 inh 28, GPR7 antagonist 3, MEKK3 PB1 HTS inconclusive, V1aR counter -0.2, OXTR agonist -0.5, MEKK2mut PB1 HTS -46 and NALP1 inh 25.
For COc1ccc(OC)c(C(=O)CSc2nnc(Cc3cccs3)n2C)c1 the results were GalR3 antagonist 2, MEKK2wt PB1 HTS 100, PHOSPHO1 inh 29, GPR7 antagonist -9, MEKK3 PB1 HTS 102, V1aR counter -0.5, OXTR agonist -1.4, MEKK2mut PB1 HTS 2 and NALP1 inh -17.
For CCc1noc(C)c1C(=O)NC1CCCc2c1cnn2-c1cc(C)cc(C)c1 (configuration not stated) the results were GalR3 antagonist -6, MEKK2wt PB1 HTS 103, PHOSPHO1 inh 6, GPR7 antagonist -4, MEKK3 PB1 HTS 99, V1aR counter 2.6, OXTR agonist 0.6, MEKK2mut PB1 HTS 3 and NALP1 inh 25.
`CNC(=O)c1ccccc1Sc1cccc2cccc(C(=O)O)c12` gave GalR3 antagonist -9, MEKK2wt PB1 HTS 105, PHOSPHO1 inh 23, GPR7 antagonist -15, MEKK3 PB1 HTS 104, V1aR counter -0.4, OXTR agonist 0.2, MEKK2mut PB1 HTS 7 and NALP1 inh 19.
For O=C(ON=C1CCN(S(=O)(=O)c2ccccc2)CC1)c1ccccc1 the results were GalR3 antagonist 5, MEKK2wt PB1 HTS 98, PHOSPHO1 inh 8, GPR7 antagonist -8, MEKK3 PB1 HTS 99, V1aR counter 0.6, OXTR agonist -0.6, MEKK2mut PB1 HTS 3 and NALP1 inh 5.
Screening CC(C)Cn1c(-c2ccc(Cl)cc2)cnc1SCC(=O)N1CCOCC1 returned GalR3 antagonist -2, MEKK2wt PB1 HTS 100, PHOSPHO1 inh -53, GPR7 antagonist 4, MEKK3 PB1 HTS 103, V1aR counter -0.1, OXTR agonist -1.2, MEKK2mut PB1 HTS 5 and NALP1 inh 7.
For Cc1ccc(OCC(=O)Nc2ccc3oc(=O)ccc3c2)cc1 the results were GalR3 antagonist -6, MEKK2wt PB1 HTS 98, PHOSPHO1 inh 26, GPR7 antagonist 7, MEKK3 PB1 HTS 101, V1aR counter 3.2, OXTR agonist 3.1, MEKK2mut PB1 HTS -6 and NALP1 inh 17.
Screening CC(=O)N1c2ccccc2NC2=C(C(=O)CCC2)C1c1cccnc1 (configuration not stated) returned GalR3 antagonist -6, MEKK2wt PB1 HTS 112, PHOSPHO1 inh -8, GPR7 antagonist -5, MEKK3 PB1 HTS 104, V1aR counter 4.0, OXTR agonist 1.9, MEKK2mut PB1 HTS 6 and NALP1 inh -6.
`CCOc1ccc(C2=Nn3cnnc3SC2)cc1` gave GalR3 antagonist -3, MEKK2wt PB1 HTS 98, PHOSPHO1 inh 27, GPR7 antagonist -9, MEKK3 PB1 HTS 98, V1aR counter -0.7, OXTR agonist -1.9, MEKK2mut PB1 HTS -2 and NALP1 inh 15.
COc1ccc(C(=O)O/N=C(\C)c2nccs2)cc1 was read as GalR3 antagonist 1, MEKK2wt PB1 HTS 81, PHOSPHO1 inh 57, GPR7 antagonist -5, MEKK3 PB1 HTS 90, V1aR counter -1.1, OXTR agonist -0.9, MEKK2mut PB1 HTS -16 and NALP1 inh 18.
`COc1ccc(NS(=O)(=O)c2cc(C)ccc2OC)cc1OC` gave GalR3 antagonist -3, MEKK2wt PB1 HTS 104, PHOSPHO1 inh -4, GPR7 antagonist -8, MEKK3 PB1 HTS 109, V1aR counter 6.1, OXTR agonist 4.8, MEKK2mut PB1 HTS 8 and NALP1 inh 19.
`O=C(NCCOC(=O)c1ccc(C(=O)OCCNC(=O)c2cccnc2)s1)c1cccnc1` gave GalR3 antagonist -3, MEKK2wt PB1 HTS 111, PHOSPHO1 inh 10, GPR7 antagonist -1, MEKK3 PB1 HTS 104, V1aR counter 0.0, OXTR agonist 2.7, MEKK2mut PB1 HTS 7 and NALP1 inh 3.
For Cc1ccc(S(=O)(=O)/C(=C\N(C)C)c2cnc(Cl)s2)cc1 the results were GalR3 antagonist 4, MEKK2wt PB1 HTS 101, PHOSPHO1 inh 2, GPR7 antagonist -12, MEKK3 PB1 HTS 98, V1aR counter -0.1, OXTR agonist -0.5, MEKK2mut PB1 HTS -2 and NALP1 inh 5.
Screening Cc1c(CCCC(=O)O)sc(N)c1C(=O)c1cccc(C(F)(F)F)c1 returned GalR3 antagonist 4, MEKK2wt PB1 HTS 99, MEKK3 PB1 HTS 98, V1aR counter 0.3, OXTR agonist 0.1 and MEKK2mut PB1 HTS -2.
Nc1ccc2nc(-c3cccc(-c4nc5ccc(N)cc5[nH]4)n3)[nH]c2c1 was read as GalR3 antagonist -4, MEKK2wt PB1 HTS 77, PHOSPHO1 inh 37, GPR7 antagonist 3, MEKK3 PB1 HTS 79*[inhibitor], V1aR counter -0.7, OXTR agonist 0.0, MEKK2mut PB1 HTS -13 and NALP1 inh -11.
For CC(C)c1ccccc1OCC(O)CN1CCN(S(=O)(=O)c2ccc([N+](=O)[O-])cc2)CC1 (configuration not stated) the results were GalR3 antagonist -10, MEKK2wt PB1 HTS 96, PHOSPHO1 inh 24, GPR7 antagonist 47*, MEKK3 PB1 HTS 96, V1aR counter 1.8, OXTR agonist 0.4, MEKK2mut PB1 HTS -4 and NALP1 inh -7.
Screening COc1cc2c(C#N)c(N3CCN(C)CC3)nc(N)c2c(N)n1 returned GalR3 antagonist -4, MEKK2wt PB1 HTS 107, PHOSPHO1 inh 12, GPR7 antagonist -15, MEKK3 PB1 HTS 100, V1aR counter 0.0, OXTR agonist -0.2, MEKK2mut PB1 HTS 2 and NALP1 inh 13.
For COc1ccc(CCNC(C)=O)cc1 the results were GalR3 antagonist -3, MEKK2wt PB1 HTS 103, PHOSPHO1 inh 9, GPR7 antagonist 14, MEKK3 PB1 HTS 100, V1aR counter 0.9, OXTR agonist 0.0, MEKK2mut PB1 HTS -4 and NALP1 inh 15.
For O=C(Nc1ccccc1)c1cc(S(=O)(=O)N2CCSCC2)ccc1Cl the results were GalR3 antagonist 9, MEKK2wt PB1 HTS 101, PHOSPHO1 inh -7, GPR7 antagonist -11, MEKK3 PB1 HTS 101, V1aR counter 2.0, OXTR agonist -0.6, MEKK2mut PB1 HTS 0 and NALP1 inh 8.
CC12CCC(=O)N1c1c(sc3nc(N4CCOCC4)c4c(c13)CCCC4)C(=O)N2 (configuration not stated) was read as GalR3 antagonist -4, MEKK2wt PB1 HTS 100, PHOSPHO1 inh -27, GPR7 antagonist -11, MEKK3 PB1 HTS 97, V1aR counter -0.6, OXTR agonist -2.3, MEKK2mut PB1 HTS 0 and NALP1 inh 16.
Screening CCCOc1ccc(S(=O)(=O)N2C(=O)CC(=O)N(Cc3ccc(OCC)cc3)C2=O)cc1 returned GalR3 antagonist 0, MEKK2wt PB1 HTS 91, PHOSPHO1 inh -8, GPR7 antagonist -14, MEKK3 PB1 HTS 97, V1aR counter -0.8, OXTR agonist 0.0, MEKK2mut PB1 HTS -2 and NALP1 inh -15.
Screening CC(C)CCNC(=O)c1ccc(C2SCC(=O)N2Cc2ccco2)cc1 (configuration not stated) returned GalR3 antagonist -2, MEKK2wt PB1 HTS 107, PHOSPHO1 inh 15, GPR7 antagonist -15, MEKK3 PB1 HTS 103, V1aR counter 0.0, OXTR agonist -1.0, MEKK2mut PB1 HTS 4 and NALP1 inh 1.
Screening Cc1ccc(S(=O)(=O)c2nc(S(C)(=O)=O)sc2N2CCN(C)CC2)cc1 returned GalR3 antagonist 2, MEKK2wt PB1 HTS 107, PHOSPHO1 inh 49, GPR7 antagonist -12, MEKK3 PB1 HTS 101, V1aR counter 1.1, OXTR agonist 0.6, MEKK2mut PB1 HTS 4 and NALP1 inh -2.
`O=C(N/N=C/c1cc(Cl)ccc1O)c1ccncc1` gave GalR3 antagonist -9, MEKK2wt PB1 HTS 98, PHOSPHO1 inh 20, GPR7 antagonist -11, MEKK3 PB1 HTS 99, V1aR counter 3.0, OXTR agonist 3.2, MEKK2mut PB1 HTS -6 and NALP1 inh 7.
Cc1cc(C)cc(-n2c(C)cc(C=C(C#N)C#N)c2C)c1 was read as GalR3 antagonist -7, MEKK2wt PB1 HTS 97, PHOSPHO1 inh 38, GPR7 antagonist -4, MEKK3 PB1 HTS 100, V1aR counter -1.2, OXTR agonist -2.0, MEKK2mut PB1 HTS 1 and NALP1 inh 10.
Cn1c(=O)cc(OCCCC(=O)Nc2ccc3c(c2)OCCO3)c2ccccc21 was read as GalR3 antagonist 0, MEKK2wt PB1 HTS 105, PHOSPHO1 inh -4, GPR7 antagonist -4, MEKK3 PB1 HTS 107, V1aR counter -0.7, OXTR agonist -1.1, MEKK2mut PB1 HTS 0 and NALP1 inh 2.
For CC1Sc2ccc(S(=O)(=O)CCC(=O)N3CCCC3)cc2NC1=O (configuration not stated) the results were GalR3 antagonist 6, MEKK2wt PB1 HTS 100, PHOSPHO1 inh 18, GPR7 antagonist 7, MEKK3 PB1 HTS 101, V1aR counter 1.2, OXTR agonist -0.2, MEKK2mut PB1 HTS 4 and NALP1 inh 10.
